Screening data: PubChem, National Center for Advancing Translational Sciences (NCATS)
DT40 TDP1 CPT: growth inhibition of DT40 Tdp1-/-;hTDP1 cells with camptothecin (screen for TDP1 inhibitors); chicken DT40 Tdp1-/-;hTDP1 cells + 20 nM CPT, ATP luminescence, 48 h; Potency, µM (highest dose often 46.2 µM), without a hit: at the top dose activity change, negative = growth inhibition, usual class: inhibitors; actives 12% (n = 420,000); also: nearly all actives have a fitted effect of over 55% in size
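Cell growth measured by CellTiter-Glo luminescence after a minimum 48 h, 37 C compound exposure with 20 nM CPT in Tdp1-knockout DT40 cells stably expressing hTDP1, seeded 400/well; qHTS titration format.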
FEN1 inhibitor: blocks human flap endonuclease 1; P39748; Recombinant FEN1 flap cleavage, fluorescence, 15 min; Potency, µM (top dose mostly 114 µM), for inactives: at the top dose activity change, negative = inhibition, usual class: inhibitors; actives 0.35% (n = 390,000); AID 588795; also: nearly all actives have a fitted effect of over 65% in size
Target sequence (P39748 whole entry, looked up): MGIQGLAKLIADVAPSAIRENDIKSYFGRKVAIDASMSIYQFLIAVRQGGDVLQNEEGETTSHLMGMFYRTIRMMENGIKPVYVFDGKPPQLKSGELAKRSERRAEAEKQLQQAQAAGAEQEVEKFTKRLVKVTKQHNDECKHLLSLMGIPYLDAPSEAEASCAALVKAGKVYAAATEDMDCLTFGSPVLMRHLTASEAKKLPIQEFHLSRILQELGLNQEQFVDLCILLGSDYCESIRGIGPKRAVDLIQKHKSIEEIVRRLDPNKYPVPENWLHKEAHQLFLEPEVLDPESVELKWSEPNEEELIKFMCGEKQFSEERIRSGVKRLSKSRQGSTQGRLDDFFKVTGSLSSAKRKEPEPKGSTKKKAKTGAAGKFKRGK
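With each library titrated from low to high concentration, compounds met 10 nM FEN1 for 15 min at room temperature before 50 nM substrate was added; readings at 0 and 15 min fed four-parameter Hill curve fits.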
GCN5L2 inh: GCN5L2 (KAT2A) acetyltransferase inhibition. GCN5L2 HAT assay, ThioGlo1 CoA-SH fluorescence. Potency, µM (top dose mostly 58.9 µM), inactives show at the top dose activity change, negative = inhibition, usual class: inhibitors. actives 0.21% (n = 390,000). Q92830
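ThioGlo1-coupled HAT assay: 20nM GCN5L2, 70uM acetyl-CoA, 75uM H3(1-25) peptide, pH 7.5. Fluorescence read at 340/540nm at start and after 20 min at room temperature.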
* = called active by the depositor; ? = inconclusive; / = no result given; & = joins results of further samples; [ ] = dose if it differs, or a comment. Calls follow the shape of the dose curve; as a rule, active = well fitted curve in the direction sought with a large enough effect; inconclusive = small, poorly fitted or top-dose-only effect, or another doubt; inactive = no such curve, though single readings can be large; an effect the other way counts as inactive or inconclusive. % is scaled to controls: 0 for no effect and ±100 for the full control effect; potency is read from the fitted curve at half-maximal effect. Only part of the results is shown; rates above refer to the full screens.

Fc1ccc(-c2nc3c(-c4ccccc4)cnn3cc2CCN2CCOCC2)cc1
  DT40 TDP1 CPT = -27%; FEN1 inhibitor = 6%; GCN5L2 inh = -11%

COc1ccc(C2=NOC(C(=O)Nc3cc(Br)ccc3O)C2)cc1OC (stereo not given)
  DT40 TDP1 CPT = ?; FEN1 inhibitor = -17%; GCN5L2 inh = 1%

Cc1ccc(S(=O)(=O)N2[C@@H](c3ccccc3F)C(C(=O)O)=CC[C@H]2c2ccc(Cl)c(Cl)c2)cc1
  DT40 TDP1 CPT = -23%; FEN1 inhibitor = 14%; GCN5L2 inh = 28µM*

CC(C)Cc1ccc(S(=O)(=O)N2CCN(C(=O)c3ccco3)CC2)cc1
  DT40 TDP1 CPT = ?; FEN1 inhibitor = 3%; GCN5L2 inh = -1%

COCCn1c(NC(=S)NC(=O)C23CC4CC(CC(C4)C2)C3)cc(=O)[nH]c1=O
  DT40 TDP1 CPT = ?; FEN1 inhibitor = 8%; GCN5L2 inh = 1%

O=C(O)c1cn(-c2ccc(F)cc2)c2cc(N3CCNCC3)c(F)cc2c1=O
  DT40 TDP1 CPT = ?; FEN1 inhibitor = 45µM*; GCN5L2 inh = -2%

Cn1c(SCC(=O)NCCc2ccccc2)nc2c([nH]c3ccccc32)c1=O
  DT40 TDP1 CPT = -4%; FEN1 inhibitor = 9%; GCN5L2 inh = 1%

Cc1ccc2c(C)c(C(=O)NCc3ccc(S(N)(=O)=O)cc3)oc2c1C
  DT40 TDP1 CPT = 3%; FEN1 inhibitor = -3%; GCN5L2 inh = 20µM*

O=C(C[n+]1cccc2ccccc21)c1ccc(Cl)cc1
  DT40 TDP1 CPT = -22%; FEN1 inhibitor = 11%; GCN5L2 inh = 3%

CCNc1ccc(C(=O)OCC)cc1NC(=O)c1cccc(N(C)C)c1
  DT40 TDP1 CPT = 3.3µM*; FEN1 inhibitor = -9%; GCN5L2 inh = -5%

COc1ccc(C)c2sc(NC(=O)c3cccc(N4C(=O)CCC4=O)c3)nc12
  DT40 TDP1 CPT = -7%; FEN1 inhibitor = -18%; GCN5L2 inh = -13%

CN(C)C(=O)CCc1ccc2c3c([nH]c2c1)[C@]1(C)[C@@H](C(=O)N2CCCCC2)C[C@H](CC(=O)NCC24CC5CC(CC(C5)C2)C4)C(=O)N1CC3
  DT40 TDP1 CPT = 9.2µM*; FEN1 inhibitor = -14%; GCN5L2 inh = -1%

O=C(c1cccc2c1C(=O)N(Cc1cccnc1)C2)N1CCN(c2ccccc2)CC1
  DT40 TDP1 CPT = -7%; FEN1 inhibitor = -3%; GCN5L2 inh = -4%

CC(C)[C@H](NC(=O)[C@@H]1Cc2ccccc2CN1C(=O)OC(C)(C)C)C(=O)NC1CCCC1
  DT40 TDP1 CPT = 1%; FEN1 inhibitor = -3%; GCN5L2 inh = -3%

COc1ccc(N2Cc3ccccc3C2)cc1Cl
  DT40 TDP1 CPT = -12%; FEN1 inhibitor = 9%; GCN5L2 inh = -5%

CCOc1ccc2c(c1)/C(=N/N1C(=O)c3ccccc3C1=O)C(=O)N2
  DT40 TDP1 CPT = 1%; FEN1 inhibitor = 5%; GCN5L2 inh = -10%

COc1ccc(C)cc1NC(=O)CCCN1C(=S)NC(C)(C)CC1C (stereo not given)
  DT40 TDP1 CPT = -22%; FEN1 inhibitor = 7%; GCN5L2 inh = -1%

COc1ccc(CN2C[C@H](C)[C@@H](CC(=O)NCc3ccccc3)C2=O)cc1
  DT40 TDP1 CPT = -12%&-28%; FEN1 inhibitor = 5%&0%; GCN5L2 inh = -6%

O=C(O)CN1C(=O)/C(=C\c2cc(Br)ccc2OCc2ccccc2Cl)SC1=S
  DT40 TDP1 CPT = -6%; FEN1 inhibitor = ?; GCN5L2 inh = ?

O=C(NCCc1ccccc1)C1CCN(C2CCN(Cc3ccc(CO)o3)CC2)CC1
  DT40 TDP1 CPT = 8%; FEN1 inhibitor = 7%; GCN5L2 inh = -1%

Nn1c(SCc2ccc(F)cc2)nnc1-c1cccnc1
  DT40 TDP1 CPT = 35%[activator]; FEN1 inhibitor = 10%; GCN5L2 inh = 1%

COc1ccccc1-n1c(SCC(N)=O)nnc1-c1ccccc1
  DT40 TDP1 CPT = 3%; FEN1 inhibitor = -4%; GCN5L2 inh = 4%

CCn1c2ccccc2c2cc(NC(=O)COc3ccc(C)cc3C)ccc21
  DT40 TDP1 CPT = ?; FEN1 inhibitor = 0%; GCN5L2 inh = -4%

CC(=O)Nc1ccc(N2C(=O)C3C4C=CC(CC4)C3C2=O)cc1 (stereo not given)
  DT40 TDP1 CPT = -2%; FEN1 inhibitor = -10%; GCN5L2 inh = 13%

Fc1ccc(-n2ncc3c(NCCCc4ccccc4)ncnc32)cc1
  DT40 TDP1 CPT = ?; FEN1 inhibitor = -1%; GCN5L2 inh = -3%

CCCn1c(SCC(=O)NCCCN2CCCC2=O)nc2ccccc2c1=O
  DT40 TDP1 CPT = 23%; FEN1 inhibitor = 16%; GCN5L2 inh = 0%

CC(=O)c1c(C)nn(CC(=O)NC2CCCN(Cc3ccc(CC(C)C)cc3)C2)c1C (stereo not given)
  DT40 TDP1 CPT = 21µM*; FEN1 inhibitor = -7%; GCN5L2 inh = -28%

Cc1ccc(CNC(=O)C(NS(=O)(=O)c2cccs2)C(C)C)cc1 (stereo not given)
  DT40 TDP1 CPT = -25%&-24%; FEN1 inhibitor = -4%&-17%; GCN5L2 inh = -5%&-13%

Cc1cnc(CNc2ncncc2-c2cccc(C#N)c2)cn1
  DT40 TDP1 CPT = -6%; FEN1 inhibitor = /; GCN5L2 inh = -3%

COc1ccc(C(=O)Nc2cc(C)on2)c(OC)c1
  DT40 TDP1 CPT = 0%; FEN1 inhibitor = 4%; GCN5L2 inh = 0%

CCCCCCN=C(C)C1=C(O)C(C(=O)OC)C(C)(C)CC1=O (stereo not given)
  DT40 TDP1 CPT = -27%; FEN1 inhibitor = -3%; GCN5L2 inh = -4%

COC(=O)CSc1nnc(CNC(=O)c2ccccc2F)n1-c1ccccc1
  DT40 TDP1 CPT = -4%; FEN1 inhibitor = 7%; GCN5L2 inh = -8%

O=C(Nc1cccc(S(=O)(=O)NC2=NCCC2)c1)C1CCC1
  DT40 TDP1 CPT = 1%; FEN1 inhibitor = 1%; GCN5L2 inh = 1%

Cc1cc(C)nc(NC(=O)CCN2C(=O)c3ccccc3S2(=O)=O)n1
  DT40 TDP1 CPT = 0%; FEN1 inhibitor = -8%; GCN5L2 inh = 0%

CC1=C(C(=O)N2CCCCC2)C(c2ccc(Cl)cc2)n2c(nc3ccccc32)N1 (stereo not given)
  DT40 TDP1 CPT = ?; FEN1 inhibitor = 19%; GCN5L2 inh = 1%

CC(C)[C@H](NC(=O)c1cccc(S(=O)(=O)N2CCOCC2)c1)C(=O)NCc1ccc(F)cc1
  DT40 TDP1 CPT = -15%; FEN1 inhibitor = 17%; GCN5L2 inh = 2%

O=C(O)CCCNC1=NCCC1
  DT40 TDP1 CPT = -10%; FEN1 inhibitor = 1%; GCN5L2 inh = -4%

CN(C(=O)COC(=O)c1ccc(Br)c(S(=O)(=O)N2CCOCC2)c1)C1CCCCC1
  DT40 TDP1 CPT = ?; FEN1 inhibitor = 7%; GCN5L2 inh = 4%

Cc1oc(C)c2c(=O)cc(-c3ccc4c(c3)OCO4)cc(OC(=O)c3ccccc3Br)c12
  DT40 TDP1 CPT = 16µM*; FEN1 inhibitor = -16%; GCN5L2 inh = -8%

COc1ccc(CNC(=O)C/C(C)=N/NC(=O)Cc2ccc(OC)cc2)cc1
  DT40 TDP1 CPT = -14%; FEN1 inhibitor = -3%; GCN5L2 inh = -1%

CC(C)C(NC(=O)CN(c1cccc(F)c1)S(C)(=O)=O)C(C)C
  DT40 TDP1 CPT = -8%; FEN1 inhibitor = -1%; GCN5L2 inh = -3%

COC(=O)CCC(=O)NC(=S)Nc1ccccc1F
  DT40 TDP1 CPT = -8%; FEN1 inhibitor = -5%; GCN5L2 inh = -7%

Cc1nc(C)c(-c2ccn(C(=O)NC(C)C)n2)s1
  DT40 TDP1 CPT = -13%; FEN1 inhibitor = -1%; GCN5L2 inh = 4%

CN(C(=O)COC(=O)C1(C)CC1(Cl)Cl)c1c(N)n(Cc2ccccc2)c(=O)[nH]c1=O (stereo not given)
  DT40 TDP1 CPT = -17%; FEN1 inhibitor = 2%; GCN5L2 inh = 1%

CCOC(=O)c1ccc(N/C=C/C(=O)c2ccccc2)cc1
  DT40 TDP1 CPT = 0%; FEN1 inhibitor = -6%; GCN5L2 inh = -2%

Cc1ccc(S(=O)(=O)CS(=O)(=O)c2ccc(C)cc2)cc1
  DT40 TDP1 CPT = -20%; FEN1 inhibitor = -5%; GCN5L2 inh = /

Cc1c(NC(=O)c2cc(-c3ccc(F)cc3)nc3ccccc23)c(=O)n(-c2ccccc2)n1C
  DT40 TDP1 CPT = ?; FEN1 inhibitor = 6%; GCN5L2 inh = -3%

COc1cc(NC(=S)Nc2cccnc2)cc(OC)c1OC
  DT40 TDP1 CPT = -18%; FEN1 inhibitor = 3%; GCN5L2 inh = 25%

O=C1NC(=O)C(Cc2ccc(O)cc2)N1 (stereo not given)
  DT40 TDP1 CPT = 7%; FEN1 inhibitor = 8%; GCN5L2 inh = /

CCCOC(=O)c1cccc(Nc2nc(CCC)cc(=O)[nH]2)c1
  DT40 TDP1 CPT = 16µM*; FEN1 inhibitor = 3%; GCN5L2 inh = -5%

COc1ccc2c(c1OC)C(=O)N(C(C)C(=O)O)C2=O (stereo not given)
  DT40 TDP1 CPT = -14%; FEN1 inhibitor = -11%; GCN5L2 inh = -1%

Cc1c(-c2nc(-c3ccc(C(C)(C)C)cc3)no2)n(C)oc1=O
  DT40 TDP1 CPT = 3%; FEN1 inhibitor = -17%; GCN5L2 inh = -1%

Cc1ccc(NC(=O)c2cccc(S(=O)(=O)N3CCc4ccccc4C3)c2)nc1
  DT40 TDP1 CPT = ?; FEN1 inhibitor = -12%; GCN5L2 inh = -16%

O=C(CSc1nccn(-c2ccc(F)c(Cl)c2)c1=O)NC1CCCC1
  DT40 TDP1 CPT = -25%; FEN1 inhibitor = 6%; GCN5L2 inh = -4%

O=C(O)Cc1ccc(OCc2ccc(Cl)nc2)cc1
  DT40 TDP1 CPT = 20%; FEN1 inhibitor = -8%; GCN5L2 inh = -5%

Reformatted: 18 of the compounds above
Compound	DT40 TDP1 CPT	FEN1 inhibitor	GCN5L2 inh
Fc1ccc(-c2nc3c(-c4ccccc4)cnn3cc2CCN2CCOCC2)cc1	-27%	6%	-11%
COc1ccc(C2=NOC(C(=O)Nc3cc(Br)ccc3O)C2)cc1OC (stereo not given)	?	-17%	1%
Cc1ccc(S(=O)(=O)N2[C@@H](c3ccccc3F)C(C(=O)O)=CC[C@H]2c2ccc(Cl)c(Cl)c2)cc1	-23%	14%	28µM*
CC(C)Cc1ccc(S(=O)(=O)N2CCN(C(=O)c3ccco3)CC2)cc1	?	3%	-1%
COCCn1c(NC(=S)NC(=O)C23CC4CC(CC(C4)C2)C3)cc(=O)[nH]c1=O	?	8%	1%
O=C(O)c1cn(-c2ccc(F)cc2)c2cc(N3CCNCC3)c(F)cc2c1=O	?	45µM*	-2%
Cn1c(SCC(=O)NCCc2ccccc2)nc2c([nH]c3ccccc32)c1=O	-4%	9%	1%
Cc1ccc2c(C)c(C(=O)NCc3ccc(S(N)(=O)=O)cc3)oc2c1C	3%	-3%	20µM*
O=C(C[n+]1cccc2ccccc21)c1ccc(Cl)cc1	-22%	11%	3%
CCNc1ccc(C(=O)OCC)cc1NC(=O)c1cccc(N(C)C)c1	3.3µM*	-9%	-5%
COc1ccc(C)c2sc(NC(=O)c3cccc(N4C(=O)CCC4=O)c3)nc12	-7%	-18%	-13%
CN(C)C(=O)CCc1ccc2c3c([nH]c2c1)[C@]1(C)[C@@H](C(=O)N2CCCCC2)C[C@H](CC(=O)NCC24CC5CC(CC(C5)C2)C4)C(=O)N1CC3	9.2µM*	-14%	-1%
O=C(c1cccc2c1C(=O)N(Cc1cccnc1)C2)N1CCN(c2ccccc2)CC1	-7%	-3%	-4%
CC(C)[C@H](NC(=O)[C@@H]1Cc2ccccc2CN1C(=O)OC(C)(C)C)C(=O)NC1CCCC1	1%	-3%	-3%
COc1ccc(N2Cc3ccccc3C2)cc1Cl	-12%	9%	-5%
CCOc1ccc2c(c1)/C(=N/N1C(=O)c3ccccc3C1=O)C(=O)N2	1%	5%	-10%
COc1ccc(C)cc1NC(=O)CCCN1C(=S)NC(C)(C)CC1C (stereo not given)	-22%	7%	-1%
COc1ccc(CN2C[C@H](C)[C@@H](CC(=O)NCc3ccccc3)C2=O)cc1	-12%&-28%	5%&0%	-6%
